Source: PubChem BioAssay (several laboratories)
STAT3 blocker – IL-6 driven STAT3 reporter inhibitors, primary screen, U3A cells, luciferase, luminescence, MLSCN library | IL-6 STAT3-luciferase reporter; host cell line lacks STAT1 | inhibition, % at 5.5 µM | 190,000 compounds, 0.89% hits | AID 862, 2007;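 active = inhibition above the mean inhibition across all screened compounds plus 3 SD, cut at about 44% in these data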;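 also: 0% = DMSO only wells and 100% = 100 µM nifuroxazide control wells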
STAT1 inh – STAT1 signaling inhibitors, primary screen, cell-based, HTS, luciferase reporter | NIH 3T3 STAT1-luciferase reporter, IFN-gamma, luminescence | AID 920, 2007 | inhibition, % at 5.5 µM | 200,000 compounds, 0.35% hits;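 active = inhibition above a set limit, the mean inhibition across all tested compounds plus 3 SD, cut at about 34% in these data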;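 also: 0% = IFN-gamma with DMSO and 100% = IFN-gamma with 300 µM nifuroxazide; values of inactives mirror those of a sister screen read the other way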
TNAP act hi DEA – TNAP activators at high phosphate acceptor level, primary screen, biochemical, luminescence, uHTS | purified TNAP, CDP-star luminescence, 1 M DEA, 30 min; stronger effect = higher value; 0 = EDTA background, 1 = DMSO-only activity | 200,000 tested, under 10 active | activation factor at 20 µM | Alkaline phosphatase, tissue-nonspecific isozyme (Homo sapiens), P05186;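 active = activation factor at least 2 at 20 µM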
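Dosing: 20 µM single point. System: human TNAP. Amount: TNAP 1/800 final. Incubation: 30 min, room temperature. Read-out: TNAP activation factor scaled between EDTA and DMSO control wells. Signal: luminescence from CDP-star hydrolysis. Medium: 1 M DEA, pH 9.8, Mg2+, Zn2+. Control set: EDTA negative control, DMSO positive control.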
PPARg SRC-2 ag – agonists of PPARg-SRC-2 recruitment, primary screen, biochemical, HTS | Peroxisome proliferator-activated receptor gamma (Homo sapiens), P37231 | PPARgamma LBD-SRC-2 recruitment | activation, % at 8 µM | 200,000 compounds, 0.34% hits | AID 1032, 2008; in the data active = activation above about 22%;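 also: 0% = vehicle and 100% = reference agonist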
Target sequence (P37231 whole entry, looked up, the tested form may be a part): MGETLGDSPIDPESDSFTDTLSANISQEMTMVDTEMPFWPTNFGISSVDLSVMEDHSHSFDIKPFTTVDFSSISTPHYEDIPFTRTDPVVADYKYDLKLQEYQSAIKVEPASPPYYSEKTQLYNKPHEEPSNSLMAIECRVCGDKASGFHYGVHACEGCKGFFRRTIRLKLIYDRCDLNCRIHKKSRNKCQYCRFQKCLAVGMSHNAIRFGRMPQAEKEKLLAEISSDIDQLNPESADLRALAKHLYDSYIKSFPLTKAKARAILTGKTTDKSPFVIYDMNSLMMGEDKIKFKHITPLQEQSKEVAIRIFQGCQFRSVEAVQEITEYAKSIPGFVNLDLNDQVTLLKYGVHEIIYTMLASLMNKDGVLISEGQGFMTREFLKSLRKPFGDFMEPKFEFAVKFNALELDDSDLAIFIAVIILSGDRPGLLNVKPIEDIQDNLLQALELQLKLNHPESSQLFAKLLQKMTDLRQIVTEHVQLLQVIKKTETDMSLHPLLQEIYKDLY
PPARg SRC-3 ag – PPARgamma agonists recruiting SRC-3 coactivator, primary screen, biochemical | AID 731, 2007 | activation, % at 8 µM | 200,000 compounds, 0.26% hits | biochemical PPARgamma/SRC-3 coactivator recruitment assay; in the data active = activation above about 23%;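 also: 0% = DMSO and 100% = reference agonist; some compounds past the cut are filed as inactive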
bIAP activator – bovine intestinal alkaline phosphatase activators, primary screen, biochemical, bovine IAP, CDP-star luminescence; 200,000 compounds, 0.17% hits; alkaline phosphatase, intestinal [Bos taurus]; purified bovine IAP, 30 min; stronger effect = higher value; fold of DMSO-control signal, blank-subtracted; activation factor at 20 µM;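 active = activation factor of 2 or more at 20 µM, a signal rise over negative controls twice the positive control's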
SRC2 TRFRET art – TR-FRET signal artefacts, primary screen, artefact control for PPARgamma SRC-2 agonist project, biochemical; TR-FRET artefact counter-screen; stronger effect = higher value; TR-FRET ratio at 8 µM; 200,000 compounds, 0.4% hits; AID 1049, 2008; in the data active = TR-FRET ratio above about 2000; also: inactives centre near 1500
bIAP inh – bovine intestinal alkaline phosphatase inhibitors, primary screen, selectivity assay for TNAP inhibitor project, biochemical, bovine IAP, CDP-star luminescence; alkaline phosphatase, intestinal [Bos taurus]; purified bovine IAP, 30 min; inhibition, % at 20 µM; 190,000 tested, under 10 active;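 active = over 50% inhibition of intestinal alkaline phosphatase at 20 µM in the single-dose screen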
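System: purified bovine intestinal alkaline phosphatase (IAP) enzyme; Input: IAP diluted 1/65,000,000 in the well; Measured by: CDP-star luminescence signal; Compound dosing: 20 µM single dose; Incubation: 30 min reaction at room temperature.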
ROMK primary – ROMK potassium channel modulators, primary screen, cell-based, thallium flux, MLSMR library; B-score at 10 µM; Tet-inducible ROMK, thallium flux fluorescence; actives lie on both sides; 130,000 compounds, 2% hits; ATP-sensitive inward rectifier potassium channel 1 (Homo sapiens), P48048;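 active = signal ratio slope over the read window, or its plate-corrected B-score, at least 3 SD from the plate mean, either direction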;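 also: B-score of the F/F0 ratio slope over 7 to 12 s after thallium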
Target sequence (P48048 whole entry, looked up): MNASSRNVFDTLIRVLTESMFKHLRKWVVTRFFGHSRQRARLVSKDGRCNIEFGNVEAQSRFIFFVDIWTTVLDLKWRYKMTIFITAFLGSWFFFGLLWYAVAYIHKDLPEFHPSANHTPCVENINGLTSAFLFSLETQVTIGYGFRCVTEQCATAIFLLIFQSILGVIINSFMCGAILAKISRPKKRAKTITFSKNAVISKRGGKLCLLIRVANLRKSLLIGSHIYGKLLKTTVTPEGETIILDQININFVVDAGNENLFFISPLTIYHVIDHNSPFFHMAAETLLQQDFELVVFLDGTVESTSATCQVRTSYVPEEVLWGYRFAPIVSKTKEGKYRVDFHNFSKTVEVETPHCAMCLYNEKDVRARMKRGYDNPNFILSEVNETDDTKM
STAT3 act – IL-6 driven STAT3 reporter potentiators, primary screen, U3A cells, luciferase, luminescence, MLSCN library; 190,000 compounds, 0.91% hits; activation (% of control), % at 5.6 µM; IL-6 STAT3-luciferase reporter; 100% = signal with IL-6 EC80 alone;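 active = activation above the screen-wide mean of compound activation plus 3 SD, cut at about 130% in these data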;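 also: 0% = background luminescence of wells with medium and substrate only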
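System – human U3A cells carrying STAT3-luciferase construct · Probe or stimulus – Interleukin-6, 33 ng/mL · Schedule – compound 1 h, then IL-6 6 h at 37 °C · Signal – luminescence from STAT3-driven luciferase reporter · Evaluation – percent of IL-6-only median luminescence · Benchmarks – IL-6-only high control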
PPARg SRC-1 ag – PPARgamma agonists recruiting SRC-1 coactivator, primary screen, biochemical | AID 631, 2007 | PPARgamma-SRC-1 coactivator recruitment biochemical assay | 200,000 compounds, 0.41% hits | activation, % at 8 µM; in the data active = activation above about 19%;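 also: 0% = DMSO and 100% = reference agonist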
Numbers without * were called inactive; · = not tested or not shown. Random draw from the library. About 3.7% of those tested had a hit in this group.

SMILES	STAT3 blocker	STAT1 inh	TNAP act hi DEA	PPARg SRC-2 ag	PPARg SRC-3 ag	bIAP activator	SRC2 TRFRET art	bIAP inh	ROMK primary	STAT3 act	PPARg SRC-1 ag
CN(C)CCCN1C(=O)C(=O)/C(=C(/O)c2ccc3c(c2)OCO3)C1c1ccco1 (centres undefined)	7	3	·	2	-4	·	1550	·	1.4	98	2
COc1ccc2oc(=O)c(C(=O)NCc3cccnc3)cc2c1	4	3	0.9	6	7	1	1600	0	0.017	100	-4
CCN1CCN(C(c2cccs2)C(C)NC(=O)c2c(F)cccc2F)CC1 (centres undefined)	2	-6	1.1	1	13	1.1	1342	-7	0.58	100	5
CC(C)Cn1c(N)c(C(=O)COC(=O)c2ccc(O)cc2)c(=O)n(C)c1=O	1	4	1	2	5	1.3	1926	-28	1.1	100	6
Cc1cc(C)nc(N/N=C/c2cccc3ccccc23)n1	-8	-19	1	6	5	1	1578	-1	·	103	3
COc1ccc2c(c1)CC/C(=C\Nc1ccc3c(c1)OCO3)C2=O	29	-32	0.9	21	7	0.8	1640	23	-1.1	75	5
O=C(CSc1nnc(-c2ccccc2)n1Cc1ccccc1)NC1CC1	4	3	1	5	-3	0.9	1643	7	·	101	-4
COc1cc(C(=O)NC(=S)Nc2ccc(N3CCCC3)cc2)cc(OC)c1OC	8	-5	1	3	-2	1	1731	4	·	92	-2
Cc1cnc(CN2CCc3c([nH]c4ccccc34)C2CC(C)C)[nH]1 (centres undefined)	-22	5	1	9	6	1.3	1796	-32	-1.3	125	7
COc1ccccc1CNC(=O)C(C)c1ccc([N+](=O)[O-])cc1 (centres undefined)	-5	4	1	-2	0	1	1503	-2	0.59	109	2
CCn1c(SCc2cccnc2)nc2c1c(=O)n(C)c(=O)n2C	-2	2	1.1	5	14	1	1703	-1	0.45	104	10
N#Cc1c2n(c3c(=O)n(CC(=O)c4ccc(Br)cc4)cnc13)CCCC2	2	6	1.1	2	5	0.9	1675	10	·	103	-1
CC(C)CC(=O)/C(=C\c1ccc(Cl)cc1Cl)n1cncn1	19	9	1	9	4	1	1596	1	-7.1*	85	4
Cc1ccc(C(=O)N[C@H](C(=O)OCc2cc(=O)n3c(n2)sc2ccccc23)C(C)C)cc1	2	0	1	7	4	1	1507	5	·	103	7
Cc1ccc(/C(N)=N/OC(=O)COc2ccc(Cl)c(C)c2)cc1	-1	3	1.1	-1	1	0.9	1503	11	0.072	105	4
COc1ccc(C2C3C(=O)N(Cc4ccccc4)C(=O)C3ON2c2ccccc2)c(OC)c1OC (centres undefined)	-13	-2	1.1	-3	5	1	1507	-3	-0.73	115	4
Cc1ccc(-c2noc(CCC(=O)NCCN3CCc4ccccc4C3)n2)cc1	-8	1	1.1	-8	-2	1.1	1390	-8	·	108	-4
CCN1C(=O)C(CC(=O)Nc2ccc(F)cc2)N(Cc2cccs2)C1=S (centres undefined)	10	13	1	10	2	1	1678	-3	-0.65	94	8
CN(C)CCCN(C(=O)CCc1ccccc1)c1nc2c(F)cccc2s1	-6	-12	1	6	2	0.9	1728	12	0.0083	103	-2
C=CCc1cccc2cc(C(=O)NCCOC)c(=O)oc12	12	1	1	10	1	1	1640	2	0.14	94	1

Random excerpt: 3 compounds from above.
SMILES	STAT3 blocker	STAT1 inh	TNAP act hi DEA	PPARg SRC-2 ag	PPARg SRC-3 ag	bIAP activator	SRC2 TRFRET art	bIAP inh	ROMK primary	STAT3 act	PPARg SRC-1 ag
Cc1ccc(-c2noc(CCC(=O)NCCN3CCc4ccccc4C3)n2)cc1	-8	1	1.1	-8	-2	1.1	1390	-8	·	108	-4
CN(C)CCCN(C(=O)CCc1ccccc1)c1nc2c(F)cccc2s1	-6	-12	1	6	2	0.9	1728	12	0.0083	103	-2
COc1ccc(C2C3C(=O)N(Cc4ccccc4)C(=O)C3ON2c2ccccc2)c(OC)c1OC (centres undefined)	-13	-2	1.1	-3	5	1	1507	-3	-0.73	115	4

Remaining list, next part
SMILES	STAT3 blocker	STAT1 inh	TNAP act hi DEA	PPARg SRC-2 ag	PPARg SRC-3 ag	bIAP activator	SRC2 TRFRET art	bIAP inh	ROMK primary	STAT3 act	PPARg SRC-1 ag
Cn1c(=O)c2cc(S(=O)(=O)NCCC(=O)NCC3CCCO3)ccc2n(C)c1=O (centres undefined)	4	4	1	0	-2	1.1	1716	-7	·	101	9
CC(C)CN1CCN(Cc2cc(F)ccc2-n2cccn2)CC1CCO (centres undefined)	0	1	1	2	0	0.9	1419	14	0.37	104	0
CCC(C)(C)n1nnnc1C(c1cc2ccc(OC)cc2[nH]c1=O)N1CCCCC1 (centres undefined)	5	0	1	-4	-4	0.9	1333	7	-0.31	101	2
O=[N+]([O-])c1cc(C(F)(F)F)ccc1NCCOc1ccccc1	-2	-9	1	11	2	0.8	1501	25	-0.28	100	-3
O=C(O)c1cc(-c2ccc3c(c2)OCCO3)n[nH]1	0	-3	1.1	5	7	0.7	1489	30	-0.29	102	-3
CC1(C)NC(=O)N(CC(O)CN2C(=O)NC(C)(C)C2=O)C1=O	9	-6	1.1	-5	4	1	1351	2	-0.036	95	-8
COc1ccccc1CNC(=O)CC1Sc2ccccc2NC1=O (centres undefined)	2	0	1	2	6	1.1	1600	-6	0.86	102	1
CCC(C)Sc1nc2c(c(=O)[nH]c(=O)n2C)n1CC(O)COc1ccccc1C (centres undefined)	6	5	1	-2	5	0.9	1224	12	-3.5*	97	1
Cc1ccc(/C=N/NC(=O)NN(C)c2ncc(C(F)(F)F)cc2Cl)cc1	-19	-2	1	4	0	0.9	1424	12	0.37	123	1
O=C1c2oc3ccc(Cl)cc3c(=O)c2C(c2cccc(Br)c2)N1CCO (centres undefined)	15	2	1.1	3	4	0.9	1640	12	-0.36	89	-5
CCOC(=O)C1=C(C)N(C)C(=S)N(C)C1c1ccc(OC)cc1 (centres undefined)	3	-7	1	4	2	1.1	1479	-15	-1.9	101	-3
NS(=O)(=O)c1ccc(NC(=O)COC(=O)CSc2n[nH]c(-c3ccccc3)n2)cc1	13	-1	1.1	8	9	0.8	1684	24	·	98	10
COCCn1c(SCc2ccc(C(=O)OC)o2)nnc1-c1c[nH]c2ccccc12	16	6	1	9	2	0.9	1763	5	·	93	0
O=C(Nc1nccs1)c1cc(Cl)ccc1[N+](=O)[O-]	-2	14	1	3	-1	0.7	1577	28	·	105	-4
CC(=O)Nc1ccc(S(=O)(=O)N(CCCN2CCOCC2)Cc2cccs2)cc1	2	-6	1	-5	2	1	1471	0	0.39	100	-1
O=C(C1CCCN1S(=O)(=O)c1ccc(Cl)c(Cl)c1)N1CCOCC1 (centres undefined)	3	-5	1	-4	12	0.9	1347	11	-0.8	101	6
CCOC(=O)CC(c1ccc(N)cc1)n1c(C)ccc1C (centres undefined)	2	-6	1	11	3	1	1845	3	-0.89	104	15
Cc1ccc(-c2nn[nH]n2)cc1	2	0	1	4	0	1	1464	-1	·	102	3
O=S(=O)(c1ccc(Br)s1)n1cccn1	-11	-1	1.1	1	-11	0.9	1458	12	·	119	2
O=C(Nc1ncc2c(n1)-c1ccccc1OC2)c1cccc([N+](=O)[O-])c1	19	-8	1	4	2	1.1	1579	-6	0.31	87	6
Cc1c(C(=O)Nc2ccccc2)csc1-c1ccccc1	55*	-37	1	8	0	1	1571	4	0.28	54	2
CCN(CC)C(=O)c1ccc2nc3ccccc3nc2c1	-7	-15	1	0	8	1	1728	0	-0.26	110	4
COc1ccc(-n2c(=O)c3c(C)c(C)sc3n(Cc3ccc(F)cc3)c2=O)c(OC)c1	6	1	1	-3	-2	1.1	1631	-10	-0.58	105	0
OC1(c2ccccc2)CCN(Cc2ccccc2)C2CCCCC21 (centres undefined)	-1	13	1	4	4	1.7	1639	-65	-4.5*	99	-2
COC(=O)CON1C(=O)c2ccccc2C1=O	-7	-3	1	5	-1	0.7	1426	31	-0.081	103	1
Cc1occc1-c1nnc(SCC(=O)Nc2ccccc2-c2ccccc2)n1C	7	4	1.1	4	2	0.7	1665	25	-0.6	97	-6
CN(CC(O)Cn1c2ccccc2c2ccccc21)S(C)(=O)=O (centres undefined)	8	8	1	7	1	1.2	1831	-20	-0.14	95	11
COc1cccc(-c2cc(C(=O)Nc3ccc4c(c3)OCCO4)c3ccccc3n2)c1	10	-3	1	10	8	0.8	1637	18	·	95	1
COc1cc(OC)cc(C(=O)N[C@H](C(=O)OCC(=O)Nc2cccc(F)c2)C(C)C)c1	11	-2	1	6	-1	1	1487	5	-1	92	-8
O=C(CCC1CCCN(C2C3CC4CC(C3)CC2C4)C1)NCc1ccc(F)c(F)c1 (centres undefined)	1	1	1.1	-2	-2	1.3	1473	-27	1.7	110	-4
CCN(CC)CCN(C(=O)Cn1nnc(-c2ccc(OC)c(OC)c2)n1)C(C(=O)NC1CCCC1)c1ccc(F)cc1 (centres undefined)	-2	1	1	-2	12	1	1336	-4	-0.71	100	3
CCS(=O)(=O)NC(C)C(c1cccs1)N1CCN(c2ccc(OC)cc2)CC1 (centres undefined)	-4	-6	1	-4	1	1.1	1637	-11	-0.93	108	-4
CC(C)C(=O)NCCCc1ccccc1	6	10	1	-4	7	1	1595	3	·	99	-1
O=C(NCCN1CCN(c2ccccc2)CC1)c1ccc(NC(=O)C2CCCO2)cc1 (centres undefined)	-6	2	1.1	6	-5	1	1450	-3	0.73	105	-5
Cc1ccc2[nH]c(=O)c(-c3nc4c(C)cccn4c3NCc3ccco3)cc2c1	-3	-3	1	-4	1	0.8	1465	22	-0.32	106	-1
CCOC(=O)C1(Cc2ccccc2)CCN(Cc2ccc3cc(NC(C)=O)ccc3n2)CC1	3	5	1.1	0	-7	1.1	1503	-7	-1.2	101	-2
CCOC(=O)Cc1csc(NC(=S)NC(=O)c2ccc(F)cc2)n1	8	-3	1	0	-2	1.1	1347	-10	1.4	100	-7
O=C(NCCN1C(=O)C2C3C=CC(C3)C2C1=O)NCc1ccccc1 (centres undefined)	14	5	1.1	1	3	1	1567	-1	·	95	-2
